ST2 inh: inhibitors of human ST2 (IL1RL1) binding to IL-33, primary screen, biochemical, AlphaLISA; Interleukin-1 receptor-like 1 (Homo sapiens), Q01638; AlphaLISA ST2-Fc/biotin-IL-33 interaction, 1 h; inhibition, % for hits at 17 µM; hit rate 2.3% among 78,000; AID 1259354, 2018; in the data active = inhibition above about 30%; inconclusive = mostly about 10% to 28%
Target sequence (Q01638 whole entry, looked up): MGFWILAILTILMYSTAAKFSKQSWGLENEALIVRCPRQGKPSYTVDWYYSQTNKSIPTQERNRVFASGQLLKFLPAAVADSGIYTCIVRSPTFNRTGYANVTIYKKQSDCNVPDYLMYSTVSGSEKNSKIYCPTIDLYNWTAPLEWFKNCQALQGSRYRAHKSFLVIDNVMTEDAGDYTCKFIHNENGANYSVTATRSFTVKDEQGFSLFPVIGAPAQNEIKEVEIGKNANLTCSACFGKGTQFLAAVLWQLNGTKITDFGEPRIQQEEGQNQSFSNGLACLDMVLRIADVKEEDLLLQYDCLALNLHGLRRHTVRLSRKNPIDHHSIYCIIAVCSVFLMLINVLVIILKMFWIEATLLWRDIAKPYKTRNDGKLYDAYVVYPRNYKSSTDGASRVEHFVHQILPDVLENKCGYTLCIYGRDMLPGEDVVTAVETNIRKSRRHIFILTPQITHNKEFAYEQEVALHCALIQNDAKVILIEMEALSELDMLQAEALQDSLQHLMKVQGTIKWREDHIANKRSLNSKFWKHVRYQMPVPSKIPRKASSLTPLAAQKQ
Calls only.

CCCc1cc(=O)[nH]c(SCC(=O)Nc2ccc(Br)cc2)n1 was read as ST2 inh inactive.
For COc1ccccc1N1CCN(c2ncnc3c2cnn3-c2ccc(Cl)cc2)CC1 the results were ST2 inh inconclusive.
Cc1ccc(NC2(C#N)C(=O)Nc3ccccc32)cc1 (centres undefined) was read as ST2 inh inconclusive.
For OCc1ccc(CN2CCCC(N3CCN(Cc4ccc5c(c4)OCO5)CC3)C2)o1 (centres undefined) the results were ST2 inh inactive.
`CN(C)S(=O)(=O)c1ccc2c(c1)/C(=C/c1cc3c([nH]1)CCCC3)C(=O)N2` gave ST2 inh inconclusive.
Screening CC(N)=O returned ST2 inh inactive.
`CC(NC(=O)c1cccnc1)C(c1cccs1)N1CCOCC1` (centres undefined) gave ST2 inh inactive.
`Cc1ccc(OCCOCCN2CCN(C)CC2)c(I)c1` gave ST2 inh inactive.
Screening O=C(Nc1c(Cl)cccc1Cl)C1CCCC1 returned ST2 inh inactive.
Screening COc1ccc(-c2nnc(SCC(=O)c3ccc(-c4ccccc4)cc3)o2)cc1OC returned ST2 inh inactive.
`COc1cc(CNC(=O)CCCC/C=C/C(C)C)ccc1O` gave ST2 inh inactive.
For CN1CCC2(CCCN(C(=O)c3ccc4nc[nH]c4c3)CC2)CC1 the results were ST2 inh inactive.
CCCN(CCC)c1ncnc2c1cnn2-c1ccc(OC)cc1 was read as ST2 inh inactive.
For CC1=C[C@@H](CNC(=O)c2cccnc2)[C@H](C(C)C)C[C@H]1CC(=O)NCc1ccccn1 the results were ST2 inh inactive.
Cc1c(C(=O)N2CCCCCC2)oc2ccc(S(=O)(=O)N3CCC4(CC3)OCCO4)cc12 was read as ST2 inh inactive.
CC(NS(=O)(=O)c1ccccc1)C(c1cccs1)N1CCN(C)CC1 (centres undefined) was read as ST2 inh inactive.
For CC1=C(C)CC(C(=O)Nc2ccc(S(=O)(=O)N3CCOCC3)cc2)C(C(=O)O)C1 (centres undefined) the results were ST2 inh inactive.
`O=C(O)CCC(=O)Nc1ccc(Sc2ccc([N+](=O)[O-])cc2)cc1` gave ST2 inh inactive.
Screening CCc1nnc(NC(=O)c2sc3nc(C)cc(COC)c3c2N)s1 returned ST2 inh inconclusive.
CSc1nc2c(c(=O)[nH]1)C(c1ccc(Cl)cc1)C1=C(CCCC1=O)N2 (centres undefined) was read as ST2 inh inactive.
COc1ccc(C2=NN(CC(=O)NCc3cccnc3)C(=O)CC2)cc1 was read as ST2 inh inactive.
CC(C)(C)c1nnc(Nc2ccc(Cl)c(Cl)c2)[nH]c1=O was read as ST2 inh inactive.
Screening Cc1nc2c(C(=O)NCCc3ccccc3)c[nH]n2c(=O)c1Cc1cccc(Cl)c1 returned ST2 inh inactive.
COc1cc(C=O)ccc1OCCCCOc1ccccc1Br was read as ST2 inh inactive.
`Cc1cc(C)n(CC(C)NCC2(c3cccc(F)c3)CCOCC2)n1` (centres undefined) gave ST2 inh inactive.
CCCOc1ccc(C2C3=C(CC(C)(C)CC3=O)Nc3ccc4ncccc4c32)cc1 (centres undefined) was read as ST2 inh inactive.
CCN1CCN(CCC(C)c2ccccc2)CC1 (centres undefined) was read as ST2 inh inactive.
`Cc1ccnc(NC(c2cccnc2)c2ccc3cccnc3c2O)c1` (centres undefined) gave ST2 inh inactive.
COC(=O)CNC(=O)c1cn(C)c(=O)c2cc(OC)c(OC)cc12 was read as ST2 inh inconclusive.
CC(C)OCCCNC(=O)c1cn(C)c(=O)c2c1c1ccccc1n2C was read as ST2 inh inactive.

Sorted by SMILES length (ascending): part of the list above.
CCN1CCN(CCC(C)c2ccccc2)CC1 (centres undefined) was read as ST2 inh inactive.
COc1cc(C=O)ccc1OCCCCOc1ccccc1Br was read as ST2 inh inactive.
`Cc1ccnc(NC(c2cccnc2)c2ccc3cccnc3c2O)c1` (centres undefined) gave ST2 inh inactive.
CC(C)OCCCNC(=O)c1cn(C)c(=O)c2c1c1ccccc1n2C was read as ST2 inh inactive.
COC(=O)CNC(=O)c1cn(C)c(=O)c2cc(OC)c(OC)cc12 was read as ST2 inh inconclusive.
`O=C(O)CCC(=O)Nc1ccc(Sc2ccc([N+](=O)[O-])cc2)cc1` gave ST2 inh inactive.

Other results
`Cc1cc(C)n2c(Br)c(CSc3nc4ccccc4o3)nc2n1` gave ST2 inh inactive.
Screening COc1ccc(S(=O)(=O)N2CCSC2c2ccccc2OC)cc1 (centres undefined) returned ST2 inh inactive.
`CCC(=O)N1c2ccccc2NC2=C(C(=O)CC(C)(C)C2)C1CC1CC=C(C)C1(C)C` (centres undefined) gave ST2 inh inconclusive.
`Cc1ccc(N2CCn3c2nc2c3c(=O)n(CCc3ccccc3)c(=O)n2C)cc1` gave ST2 inh inconclusive.
Screening COc1ccccc1CNC(=O)C1CCCN1C(=O)c1ccc(-c2noc(C)n2)cc1 (centres undefined) returned ST2 inh inconclusive.
Cn1c(=O)c(-c2nc3ccccc3c(=O)[nH]2)c(O)c2ccccc21 was read as ST2 inh inactive.
For Cc1ccccc1CC1(CO)CCCN(C(=O)c2ccc3c(c2)OCO3)C1 (centres undefined) the results were ST2 inh inactive.
Screening N#Cc1cccc(-c2ccnc(N[C@H]3CO[C@H]4[C@@H]3OC[C@H]4OC(=O)NC3CCCCC3)n2)c1 returned ST2 inh inactive.
`Oc1oc(-c2ccccc2)nc1C=Nc1cc(Cl)c(Cl)cc1Cl` gave ST2 inh inactive.
Screening CCOC(=O)C1=C(C)NC2=C(C(=O)CCC2)C1c1ccc(OCC)c(OC)c1 (centres undefined) returned ST2 inh inactive.
N#CC1=C(SCC(=O)Nc2ccccc2)NC(=O)CC1c1ccc(Br)cc1 (centres undefined) was read as ST2 inh inactive.
For CN1CCN(Cc2cc(F)ccc2-n2cccn2)CC1CCO (centres undefined) the results were ST2 inh inconclusive.
For COc1ccc(NS(=O)(=O)c2cccc3cccnc23)cc1OC the results were ST2 inh inactive.
For CCCn1cnc2c1CN(C(=O)c1ccc(C(F)(F)F)cc1)[C@H](C(=O)OC)C2 the results were ST2 inh inactive.
Screening COc1ccc(N=Cc2cccc([N+](=O)[O-])c2)cc1Cl returned ST2 inh inconclusive.
Screening CC(=O)Nc1ccc(S(=O)(=O)NCCC2=CCCCC2)cc1 returned ST2 inh inconclusive.
`COc1cccc(CCNC(=O)C2CC23CCN(C(=O)/C=C/c2cccs2)CC3)c1` (centres undefined) gave ST2 inh inactive.
COc1ccc(/C=C2\N=C(c3ccc(C)c([N+](=O)[O-])c3)OC2=O)cc1 was read as ST2 inh inactive.
Cc1ccc(NC(=O)COc2ccc(C)cc2)cc1 was read as ST2 inh inactive.
Screening O=c1c(CN2CCOCC2)coc2ccc(Cl)cc12 returned ST2 inh inactive.
For Nc1cc(=O)nc(SCC(=O)Nc2ccccn2)n1-c1ccccc1 the results were ST2 inh inactive.
`COc1ccc2c(c1)CCc1c(C(=O)NCCCn3ccnc3)noc1-2` gave ST2 inh inactive.
O=C(NCCC1=CCCCC1)C1CCN(S(=O)(=O)c2cccs2)CC1 was read as ST2 inh inconclusive.
CC(=NCCc1c[nH]c2ccccc12)c1c(O)n(C)c(=O)[nH]c1=O was read as ST2 inh inactive.
COC(=O)N1CC(C)N(C(=O)OC)CC1C (centres undefined) was read as ST2 inh inactive.
CCN1CCCC1CNC(=O)CCC1CCN(Cc2c(C)n(C)c3ccccc23)CC1 (centres undefined) was read as ST2 inh inconclusive.
Screening O=C1C(Oc2ccccc2)C(c2ccc3c(c2)OCO3)N1c1cccc(C(F)(F)F)c1 (centres undefined) returned ST2 inh inactive.
`COc1cccc(CN2CCN(Cc3ccc(OC)cc3F)CC2=O)c1` gave ST2 inh inconclusive.
`COc1cc(C(=O)N2CCc3c([nH]c4ccccc34)C2c2ccccn2)c2ccccc2n1` (centres undefined) gave ST2 inh inconclusive.
Screening CCc1ccc(S(=O)(=O)N2CCN(c3nc(C)cc(N4CCCCC4)n3)CC2)cc1 returned ST2 inh inconclusive.
O=C(c1cc[n+]([O-])cc1)N1CCC2(CCCN(CCC3CCCCC3)C2)C1 (centres undefined) was read as ST2 inh inactive.
C=CCOc1ccc(/C=C2\C(=O)N(c3cccc(Cl)c3)N=C2C)cc1OC was read as ST2 inh inconclusive.
`Brc1ccc2[nH]c3c(c2c1)CN(Cc1ccccc1)CC3` gave ST2 inh inactive.
COc1ccc(OC)c(S(=O)(=O)NCc2ccc(C)cc2)c1 was read as ST2 inh inactive.
For CCOC(=O)CSc1nc2c(sc3ccccc32)c(=O)n1CCCN1CCCC1 the results were ST2 inh inconclusive.
COc1cccc(OCCCOc2cc(C=O)ccc2OC)c1 was read as ST2 inh inactive.
`Nc1nc(N)c2nc(-c3ccccc3)c(N)nc2n1` gave ST2 inh inactive.
O=[N+]([O-])c1ccc(Cl)c(N=Cc2nc(-c3ccc(Br)cc3)oc2O)c1 was read as ST2 inh inactive.
Cc1ccc(-c2csc(NC(=O)c3ccc(S(=O)(=O)N4CCCCC4)cc3)n2)o1 was read as ST2 inh inconclusive.
For CC(C)(C)c1onc(OCP(=O)(O)O)c1CC(N)C(=O)O (centres undefined) the results were ST2 inh inactive.
For CC(=O)/C=C/[C@H]1[C@](C)(O)[C@@H](O)[C@H](O)C2C(C)(C)CCC[C@@]21C (some centres undefined) the results were ST2 inh inactive.
`CC1=C(C)CC(C(=O)NCc2ccc3c(c2)OCO3)C(C(=O)O)C1` (centres undefined) gave ST2 inh inactive.
Screening Nc1cc(N)nc(SCc2noc(-c3ccc(Cl)cc3)n2)n1 returned ST2 inh inconclusive.
For O=C(c1ccc(N2CCC(NCc3cc(C(F)(F)F)ccc3F)CC2)cc1)N1CCCC(CO)C1 (centres undefined) the results were ST2 inh inactive.
`COC(=O)c1ccccc1NC(=O)c1ccc(=O)n(Cc2c(F)cccc2Cl)c1` gave ST2 inh inactive.
For CC(=O)Oc1ccccc1C(=O)O the results were ST2 inh inactive.
`Cn1nc([N+](=O)[O-])nc1Sc1nc2ccccc2n1C` gave ST2 inh inconclusive.
Screening Cc1cc(NC(=O)c2ccccc2)sc1C returned ST2 inh inconclusive.
Screening CC1CN(c2ccc([N+](=O)[O-])cc2S(=O)(=O)N2CCCCC2)CC(C)O1 (centres undefined) returned ST2 inh inconclusive.
`CCOc1ccc(C=Nc2cc(Cl)ccc2O)c(O)c1` gave ST2 inh inconclusive.
`COc1ccc(-c2c(C)oc3cc(OC(C)=O)ccc3c2=O)cc1` gave ST2 inh inactive.
Cn1c(CN2CCCC(CCC(=O)Nc3ccc(C(F)(F)F)cc3)C2)nc2ccccc21 (centres undefined) was read as ST2 inh inconclusive.
For CC(C)c1noc([C@@H]2C[C@H](NC(=O)C3CCCCC3)CN2C)n1 the results were ST2 inh inconclusive.
Screening O=C(Nc1ccccc1)O[C@@H]1CO[C@H]2[C@@H]1OC[C@@H]2NC(=O)c1ccc(C(F)(F)F)cc1 returned ST2 inh inconclusive.
O=C(CN1CCCN(Cc2ccccc2Cl)S1(=O)=O)Nc1cccc(Br)c1 was read as ST2 inh inactive.
For CCc1[nH]c2ccccc2c1C the results were ST2 inh inconclusive.
`CC(=O)N(CN1C(=O)c2cccc([N+](=O)[O-])c2C1=O)c1ccc(C)cc1` gave ST2 inh inactive.
COc1ccc(CNc2oc(COc3ccc(Br)cc3)nc2C#N)cc1 was read as ST2 inh inconclusive.
Screening Cc1c(-c2nccn2CCn2ccnc2)oc2ccccc12 returned ST2 inh inactive.
O=C(Nc1ccccc1)C1[C@H](C(=O)O)[C@H]2C=C[C@@H]1C21CC1 (some centres undefined) was read as ST2 inh inactive.

2 records picked at random from the list so far:
Screening Cc1c(-c2nccn2CCn2ccnc2)oc2ccccc12 returned ST2 inh inactive.
COc1ccc(CNc2oc(COc3ccc(Br)cc3)nc2C#N)cc1 was read as ST2 inh inconclusive.

Next records:
For CCOC(=O)C1(Cc2ccccc2)CCN(Cc2ccc3nsnc3c2)CC1 the results were ST2 inh inactive.
Screening COc1ccc(OC)c(CN2CCN(Cc3ccc4c(c3)OCO4)CC2)c1 returned ST2 inh inactive.
`CC(=O)Nc1cccc(-c2cnn3cccnc23)c1` gave ST2 inh inactive.
`COC(=O)C1C(=O)C2=C(CC1C)NC(C)=C(C(=O)OC1CCCCCC1)C2c1cccc(O)c1` (centres undefined) gave ST2 inh inactive.
For c1nc(C2CCCNC2)cc(N2CC3CC4CC2C[C@@H](C4)C3)n1 (some centres undefined) the results were ST2 inh inconclusive.
Screening CN(CCNS(=O)(=O)c1ccc2c(c1)CCN2C(=O)C1CC1)Cc1ccccc1 returned ST2 inh inactive.
For Cc1ccc(C)c(-c2csc(-c3cc4ccc(O)cc4oc3=O)n2)c1 the results were ST2 inh inactive.
`Cc1n[nH]c(C)c1CNc1ccc(-c2nc(-c3ccccc3F)no2)cn1` gave ST2 inh inconclusive.
Screening CCCCOc1ccc(C2C(=O)N(C3CCCCC3)CC(=O)N2Cc2cccs2)cc1 (centres undefined) returned ST2 inh inactive.
CO[C@H]1CN(c2nc(-c3ccccc3)nc3c2CCC3)CC[C@H]1N was read as ST2 inh inconclusive.
Screening Cc1cc(C)cc(N2CCN(C(=O)c3ccc(C)[nH]c3=O)CC2=O)c1 returned ST2 inh inactive.
For Cc1ccc(N2NC(=O)/C(=C/c3cccc(Br)c3)C2=O)cc1 the results were ST2 inh inconclusive.
Screening COc1cccc(F)c1-c1cccc(-n2cnnc2)c1 returned ST2 inh inactive.
Screening CC(C)Nc1nc(-c2cccnc2)nc2ccccc12 returned ST2 inh inactive.
`N#Cc1cc2cc(Br)ccc2oc1=O` gave ST2 inh inconclusive.
`CCN1CCN(c2c(Cl)cccc2NC(=O)C2CCCO2)CC1` (centres undefined) gave ST2 inh inactive.
For CCOc1c(N2CCN(c3cccc(Cl)c3)CC2)c(=O)c1=O the results were ST2 inh inactive.

Molecules from the list above containing a cyano group:
Cc1ccc(NC2(C#N)C(=O)Nc3ccccc32)cc1 (centres undefined) was read as ST2 inh inconclusive.
Screening N#Cc1cccc(-c2ccnc(N[C@H]3CO[C@H]4[C@@H]3OC[C@H]4OC(=O)NC3CCCCC3)n2)c1 returned ST2 inh inactive.
N#CC1=C(SCC(=O)Nc2ccccc2)NC(=O)CC1c1ccc(Br)cc1 (centres undefined) was read as ST2 inh inactive.
COc1ccc(CNc2oc(COc3ccc(Br)cc3)nc2C#N)cc1 was read as ST2 inh inconclusive.
`N#Cc1cc2cc(Br)ccc2oc1=O` gave ST2 inh inconclusive.

Screening results as filed in PubChem BioAssay.

The list is partial; rates above refer to the full screens.
